# AMA1 RON2 block – inhibitors of Plasmodium falciparum AMA1-RON2 interaction. AlphaScreen AMA1-biotinylated RON2 peptide binding. 360,000 compounds, 0.2% hits. Potency, µM (doses to about 58.2 µM), for inactives: at the top dose activity change, negative = inhibition, hits mostly inhibitors;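 also: potency is read from the fitted curve at half-maximal effect; 0% = vehicle wells and -100% = peptide control; nearly all actives have a fitted effect of over 45% in size; some results filed as inactive show a strong effect at the top dose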
#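 AMA1 (3D7) with his tag at 25 nM final met compounds first, then biotinylated RON2 peptide at 25 nM; detection used donor plus acceptor beads, 10 µg/mL apiece, read by AlphaScreen after 30 min at room temperature.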
# Shiga toxin inh – blocks Shiga toxin action in Vero cells; 290,000 compounds, 9.2% hits; Vero cells, Shiga toxin protein synthesis inhibition reporter; inhibition, % at 38.7 µM; AID 2315; in the data active = inhibition mostly above about 28%, no sharp cut-off; inactive = mostly below about 43%; also: 0% is about no effect
# AmpC detergent – inhibitors of E. coli AmpC beta-lactamase with detergent. AmpC hydrolysis of nitrocefin, absorbance 480 nm, 0.01% Triton. Potency, µM (highest dose often 114 µM), for inactives: top-dose activity change, negative = inhibition, usual class: inhibitors. 370,000 compounds, 0.041% hits. AID 485294. P00811;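 also: potency is read from the fitted curve at half-maximal effect; 0% = no-compound wells and -100% = no-enzyme wells; nearly all actives have a fitted effect of over 25% in size; some results filed as inactive show a strong effect at the top dose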
# Target sequence (P00811 whole entry, looked up): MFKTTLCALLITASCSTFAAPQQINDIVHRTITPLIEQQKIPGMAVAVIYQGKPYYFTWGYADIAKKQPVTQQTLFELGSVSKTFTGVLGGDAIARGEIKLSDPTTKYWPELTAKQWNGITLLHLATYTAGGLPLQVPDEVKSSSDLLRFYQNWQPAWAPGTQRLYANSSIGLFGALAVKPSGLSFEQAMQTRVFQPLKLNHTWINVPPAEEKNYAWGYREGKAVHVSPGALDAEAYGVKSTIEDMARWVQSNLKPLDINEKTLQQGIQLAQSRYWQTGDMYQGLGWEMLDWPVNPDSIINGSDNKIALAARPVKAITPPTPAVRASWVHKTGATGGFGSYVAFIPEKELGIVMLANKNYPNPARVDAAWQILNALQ
#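 20 mM phosphate pH 7.0 + 0.01% (detergent screen) or 0.0001% Triton X-100; 5.3 nM AmpC reagent; cpd preinc 15 min RT; nitrocefin (800 uM stock) to start; A480 q20 s × 4 min; Activity was normalised to no-enzyme and no-compound control wells.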
# AmpC no deterg – inhibitors of E. coli AmpC beta-lactamase without detergent; AmpC nitrocefin hydrolysis, absorbance 480 nm, 0.0001% Triton; 330,000 compounds, 0.52% hits; Potency, µM (doses to about 57.1 µM), for inactives: at the highest dose activity change, negative = inhibition, usual class: inhibitors;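 also: potency is read from the fitted curve at half-maximal effect; plate controls were no compound for no effect and no enzyme for full effect; nearly all actives have a fitted effect of over 20% in size; some results filed as inactive show a strong effect at the top dose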
#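 AmpC (5.3 nM in the dispensed reagent) in 20 mM phosphate pH 7.0 with 0.01% (detergent screen) or 0.0001% Triton X-100 was preincubated with compounds for 15 min at room temperature. Nitrocefin was then added from an 800 uM solution, and hydrolysis was followed at 480 nm.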
# CHX counter – counter-screen hit for Shiga toxin inhibitors, cycloheximide | cell reporter, cycloheximide protein synthesis inhibition counterscreen | max response, % | 300,000 compounds, 12% hits | AID 2314; in the data active = max response mostly above about 13%, no sharp cut-off; inactive = mostly below about 14%; also: read at 38.3 µM for the half of the compounds with a filed dose; 0% is about no effect
# FBPA Giardia inh – Giardia lamblia aldolase inhibition; A8B2U2; purified Giardia FBPA; Potency, µM (doses to about 59.6 µM), for inactives: top-dose activity, negative = inhibition, hits mostly inhibitors; 290,000 compounds, 0.71% hits; AID 2451; also: potency is read from the fitted curve at half-maximal effect; % is scaled to controls: 0 for no effect and ±100 for the full control effect; nearly all actives have a fitted effect of over 55% in size
# Target sequence (A8B2U2 whole entry, looked up): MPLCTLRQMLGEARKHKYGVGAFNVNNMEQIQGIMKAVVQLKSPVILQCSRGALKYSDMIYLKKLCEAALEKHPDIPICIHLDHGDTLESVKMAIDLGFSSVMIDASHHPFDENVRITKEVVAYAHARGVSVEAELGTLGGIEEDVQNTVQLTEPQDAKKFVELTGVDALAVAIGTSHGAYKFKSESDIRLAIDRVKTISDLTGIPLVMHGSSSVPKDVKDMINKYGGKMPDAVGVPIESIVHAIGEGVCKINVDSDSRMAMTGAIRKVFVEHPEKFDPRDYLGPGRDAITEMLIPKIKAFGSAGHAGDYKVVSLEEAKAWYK
#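 Giardia FBPA (40 nM reagent) was preincubated 10 min at RT with compound (up to 57.5 uM final), then substrate plus GAPDH/TPI/NAD/arsenate coupling system with diaphorase/resazurin was added; resorufin fluorescence (525/598 nm) was read after 20 min.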
# HCMV inh – inhibitors of human cytomegalovirus; 410,000 compounds, 4.5% hits; HFF cells, HCMV-luciferase reporter, 72 h; stronger effect = lower value; activity change, negative = inhibition, % at 57.5 µM; AID 1259415; in the data active = activity change below about -60%; inconclusive = no clear call, values can overlap the other calls; inactive = above about -39%; also: % is scaled to controls: 0 for no effect and ±100 for the full control effect
#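 Luciferase read-out from HCMV-luciferase-infected HFFs (MOI 1 PFU/cell) 72 h post infection at 37C; compounds added after 16 h cell attachment; activity normalized between buffer-only basal and Salinomycin (10uM) inhibitor controls.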
# The depositor's hits bear a star; i = inactive; ? = inconclusive; . = not tested or not shown; [ ] = remark or other dose. Unless noted, calls follow the shape of the dose curve; as a rule, active = well fitted curve in the direction sought with a large enough effect; inconclusive = small, poorly fitted or top-dose-only effect, or another doubt; inactive = no such curve, though single readings can be large; an effect the other way counts as inactive or inconclusive. An unsorted share of the library. About 16% of those tested had a hit in this group.
SMILES,AMA1 RON2 block,Shiga toxin inh,AmpC detergent,AmpC no deterg,CHX counter,FBPA Giardia inh,HCMV inh
O=C(NCc1ccccn1)C1CCN(S(=O)(=O)c2cc(Cl)ccc2Cl)CC1,33%[activator],-13,-13%,15%,-9,10%,-62*
CCc1onc(C)c1C(=O)Nc1ccc2c(c1)OCO2,-3%,-7,-7%,-14%,-4,-9%,38
COc1ccc(CCN2CC(C(=O)N(C)CC(=O)Nc3cccc(F)c3)CC2=O)cc1OC (stereo not drawn),34%[activator],-3,-5%,48%,-3,.,-30
COc1ccc2c(c1)OC(=O)CC2c1ccccc1OC (stereo not drawn),3%,i,.,-18%,0,-2%[89.2 µM],0
CN(C)CCN(C(=O)c1ccc2ccccc2c1)c1nc2c(F)cccc2s1,9%,1,1%,-26%,-2,-22%,15
Cc1nnc(SCC2=C(C(=O)O)N3C(=O)C(NC(=O)Cn4nc(C(F)F)cc4C)C3SC2)s1 (stereo not drawn),29%,0,-2%,-13%,-3,14µM*,19
Cc1ccccc1-c1cc(C(=O)O)n(CC2CC(c3cccnc3)=NO2)n1 (stereo not drawn),13%,.,-1%,-6%,.,.,-3
CN(C)S(=O)(=O)c1cccc(NC(=O)COC(=O)c2ccc([N+](=O)[O-])o2)c1,4%,-10,-7%,-45%,-1,-26%,-12
Cc1nc(NC2=NCN(C3CCCCC3C)CN2)nc2ccccc12 (stereo not drawn),.,-3,-4%,-15%,9,5%,.
CCOc1ccc(C(=O)N/N=C(/C)C2C(=O)c3ccccc3C2=O)cc1,47%[activator],-1,-3%,-30%,1,-2%,40
CCC1CCc2sc(C(=O)NCC(c3ccc(OC)cc3)N3CCOCC3)cc2C1 (stereo not drawn),-3%,.,?,262%[activator],.,.,-10
O=C(CSc1nnc(-c2ccccc2)n1Cc1ccco1)NCc1ccc2c(c1)OCO2,-3%,-7,?,-9%,3,-4%,-19
COc1ccc(OC)c(C2NC(=S)NC3=C2N2CCC3CC2)c1 (stereo not drawn),0%,-4,5%,-13%,1,0%,31
CC(=O)Nc1ccc(NC(=O)[C@@H](NC(=O)N2C[C@H]3C[C@@H](C2)c2cccc(=O)n2C3)C(C)C)cc1,-10%,-2,-10%,-18%,-3,10%,0
COC(=O)C1=CNC=C(C(=O)OC)C1c1cccc(OC)c1,9%,-10,-12%,-16%,-2,5%,-9
CCOc1ccc(S(=O)(=O)N2CCc3ccccc3C2)cc1,-3%,-3,-5%,-24%,11,9%,-17
CCCc1cc(=O)oc2c(C)c(O[C@@H]3O[C@H](CO)[C@@H](O)[C@H](O)[C@H]3O)ccc12,18%,0,-1%,2%,1,2%,-66*
CSCCC1NC(=O)N(C(C)C(=O)Nc2cc(Cl)cc(Cl)c2)C1=O (stereo not drawn),-4%,-10,0%,-6%[2.29 µM],-2,-2%,-19
COc1ccc(OC)c(NC(=O)CSc2nc(=O)n(CCN3CCOCC3)c3c2CCC3)c1,23%,.,?,128%[activator],.,.,-37
CCN(CC)S(=O)(=O)c1ccc(C)c(NC(=O)CN(C)C)c1,25%,-3,1%,-19%,-1,0%,-10
CC(=O)NCc1ccc(-c2csc(NC(=O)CCCc3nc4ccccc4c(=O)[nH]3)n2)cc1,-5%,.,1%,-1%,.,.,3
CCCCOc1ccc(C2CCC(C(C)=O)C(C)C2)cc1 (stereo not drawn),-7%,62*,0%,-7%,51*,1%,-28
O=C(N[C@@H](Cc1ccccc1)C(=O)OCc1ccccc1)c1ccco1,-4%,.,.,-15%,.,.,-27
COC(=O)C1=C(O)/C(=C\c2cc(C)n(-c3ccccc3F)c2C)N=C1C,-5%,82*,-9%,-17%,34*,13µM*,-9
COc1ccc(S(N)(=O)=O)cc1C(=O)OCC(=O)Nc1sccc1C#N,15%,.,.,-18%,.,.,8
CC(C)CCC(CCN1CCCC1)c1ccc2c(c1)OCO2 (stereo not drawn),-12%,-8,4%,35%,-1,?,9
CCc1cc(-c2oncc2-c2ccc(OC)cc2)c(O)cc1OC,.,-3,.,.,-7,-23%,.
CCOC(=O)c1oc2ccc(S(=O)(=O)Nc3ccc4c(c3)n(C)c(=O)n4C)cc2c1C,-9%,-2,?,80%[activator],-1,-19%,-65*
Nc1c(N(C(=O)Nc2ccc(Cl)c(Cl)c2)C2CCCC2)c(=O)[nH]c(=O)n1Cc1ccccc1,16%,-6,-4%,-13%,-6,3%,-12
Cc1ccc(-n2nc(C)c3c2OC(N)=C(C#N)C3c2ccccc2F)cc1 (stereo not drawn),-13%,28,-2%,-28%,9,-3%,27

# Overlap with the part before: 4 entries, followed by the next part.
SMILES,AMA1 RON2 block,Shiga toxin inh,AmpC detergent,AmpC no deterg,CHX counter,FBPA Giardia inh,HCMV inh
CCc1cc(-c2oncc2-c2ccc(OC)cc2)c(O)cc1OC,.,-3,.,.,-7,-23%,.
CCOC(=O)c1oc2ccc(S(=O)(=O)Nc3ccc4c(c3)n(C)c(=O)n4C)cc2c1C,-9%,-2,?,80%[activator],-1,-19%,-65*
Nc1c(N(C(=O)Nc2ccc(Cl)c(Cl)c2)C2CCCC2)c(=O)[nH]c(=O)n1Cc1ccccc1,16%,-6,-4%,-13%,-6,3%,-12
Cc1ccc(-n2nc(C)c3c2OC(N)=C(C#N)C3c2ccccc2F)cc1 (stereo not drawn),-13%,28,-2%,-28%,9,-3%,27
O=C(NCCSc1ccc(Cl)cc1)c1ccc(CN2CCOCC2)cc1,-19%,4,-4%,80%[activator],2,-3%,-36
COc1ccc(OCCNC(=O)c2cccc(Oc3ccc(C(F)(F)F)cc3[N+](=O)[O-])c2)cc1,-8%,-2,-13%,-5%,-1,1%,-66*
CCOC(=O)C1C(=O)OC(C)(C)C1C(CC)C(=O)c1c(C)cc(C)cc1C (stereo not drawn),-2%,-13,-4%,55%,-3,-6%,-23
COC(=O)CSc1nc2cc(OC)ccc2n1C,10%,-2,7%,-20%,-1,-12%,?
COC(=O)c1c(NC(=O)c2ccc([N+](=O)[O-])o2)sc2c1CCN(C(C)C)C2,2%,15,?,23%,23*,-14%,?
COC(=O)C1=C(C)OC(N)=C(C#N)C1c1cc2cc(C)ccc2nc1Cl (stereo not drawn),1%,3,?,-37%,-2,?,-28
O=C(c1cccc(N2CCCC2=O)c1)N1CCN(c2ccccc2)CC1,7%,-6,-8%,1%,5,3%,26
O=S(=O)(c1ccc(N=C2NN=C(c3cc(F)ccc3F)CS2)cc1)N1CCOCC1,18%,3,2%,32%,6,-10%,-99*
O=C(Nc1ccccc1C(F)(F)F)C(O)(c1ccccc1)C1CCCCC1 (stereo not drawn),5%,.,-2%,-18%,.,.,-31
Cc1cccc(NC(=O)CN2C(=O)NC(C)(c3ccc4c(c3)OCO4)C2=O)c1 (stereo not drawn),-3%,26,-12%,-28%,-3,2%,25
COc1ccc(NC(=O)CSc2nc(O)cc(=O)[nH]2)c(OC)c1,-6%,10,?,-48%,-2,8%,-15
O=C(CC(=O)c1c(F)cccc1Cl)c1ccccc1O,37%[activator],52*,-5%,-44%,55*,-9%,-18
C[C@@H]1CN([C@@H](C)CO)C(=O)Cc2cc(NC(=O)Nc3ccc(F)cc3)ccc2O[C@@H]1CN(C)Cc1ccc(Cl)c(Cl)c1,-12%,.,.,13%,.,.,8
CCc1cc(=O)oc2cc(OCC(=O)N3CCC(C(N)=O)CC3)ccc12,7%,-9,-7%,-6%,-4,-10%,-25
Cc1cc(C)n(S(=O)(=O)c2ccc(C(C)(C)C)cc2)n1,9%,6,-11%,-4%,1,7%,7
CCCCNC(=O)Nc1nc2ccccc2s1,3%,71*,?,-33%,57,-1%,33
COc1ccc([N+](=O)[O-])cc1N(CC(O)Cn1nnc2ccccc21)S(=O)(=O)c1ccc(C)cc1 (stereo not drawn),7%,-14,0%,2%,10,-5%,14
COc1ccccc1-c1ccc(NC2CCCCC2)nn1,-2%,72*,-7%,-15%,31*,-10%,50
Oc1ccc(Br)cc1C=Nc1ccc(Cl)cc1,-2%,13,1%,-10%,3,-4%,50
COc1ccccc1NC(=S)NCCC(c1ccccc1)c1ccccc1,56%[activator],-12,?,-39%,-2,11%,?
CCOC(=O)C1CCCN(c2c(NCCc3ccc(Cl)cc3)c(=O)c2=O)C1 (stereo not drawn),7%,-8,3%,2%,2,5%,67
Cc1ccc(C(=O)NCCNC(=O)Cc2ccccc2)cn1,0%,-8,2%,-8%,-2,11%,-8
CCOC(=O)c1[nH]c2ccc(F)cc2c1NC(=O)CN1CCN(C/C=C/c2ccccc2)CC1,-24%,-16,-8%,111%[activator],-6,0%,-22
CC(=O)Nc1ccc2nc3ccccc3nc2c1,-1%,91*,-7%,-12%,52*,?,-24
CC1CCN(C(c2cccs2)c2nnnn2Cc2ccccc2)CC1 (stereo not drawn),4%,-11,?,-19%,1,-9%,?
CCOc1ccc(S(=O)(=O)Nc2c(C)n(C)n(-c3ccccc3)c2=O)cc1,17%,.,?,-7%,-6,-5%,6
N#CCCCn1c(-c2ccccc2)noc1=O,4%,-7,-11%,-6%,-4,0%,5
Cc1ccc(Cl)cc1N1CCN(S(=O)(=O)c2cnc[nH]2)CC1,20%,-11,0%,0%,-4,7%,9
CCN(C(=O)c1cnc2scc(C)n2c1=O)c1ccccc1C,8%,-4,?,6%,-2,6%,135
CCCn1c(CC)nc([N+](=O)[O-])c1S(=O)(=O)c1ccccc1,-5%,-17,-15%,-20%,-4,1%,33
CC(=O)Nc1ccc(S(=O)(=O)NCCNC(=O)c2ccccc2F)cc1,-14%,2,?,-12%,-3,1%,10
CCc1cccc(C)c1NC(=S)NCCc1c(C)[nH]c2ccc(C)cc12,31%[activator],35,-2%,-30%,-1,-2%,-72*
O=C(COc1c(Cl)cccc1Cl)Nc1ccccc1N1CCCC1,-18%,-2,-5%,-34%,-4,.,12
CC(OC(=O)CCc1ccccc1)C(=O)Nc1ccc(Cl)cn1 (stereo not drawn),2%,.,?,-24%,.,.,-4
O=C1[C@@H]2Cc3c([nH]c4ccccc34)C(c3cccc(Br)c3)N2C(=O)CN1C1CCN(Cc2ccccc2)CC1 (stereo partly drawn),-26%,17,0%,53%,18*,1%,4
OC(CNCc1ccco1)Cn1c2ccccc2c2ccccc21 (stereo not drawn),-7%,-2,?,31%,-2,5%,56
O=C1NC(c2cccnc2)C(C(=O)c2cccs2)C(O)(C(F)(F)F)N1 (stereo not drawn),45%[activator],-11,-14%,-8%,-1,-8%,2
CCC(C)NC(=O)CSc1nc2cc(S(=O)(=O)N3CCOCC3)ccc2n1CC (stereo not drawn),6%,.,?,-11%,.,.,34
COc1ccc(OC)c(S(=O)(=O)NC(C)c2cnn(-c3ccccn3)c2C)c1 (stereo not drawn),-2%,-25,11%,38%,-1,.,8
O=[N+]([O-])c1cc(S(=O)(=O)NCCN2CCOCC2)ccc1Cl,3%,-7,-3%,-11%,-2,-12%,11

# Assay outcomes from PubChem.
